Screening results as filed in PubChem BioAssay.
Shiga toxin inh: inhibitors of Shiga toxin in Vero cells; actives 9.2% (n = 290,000); inhibition, % at 38.7 µM; Vero cells, Shiga toxin protein synthesis inhibition reporter; in the data active means inhibition mostly above about 28%, no sharp cut-off; inactive means mostly below about 43%; further: 0% is about no effect
HCV inh: inhibitors of hepatitis C virus infection. Potency, µM (series often up to 41.8 µM), for inactives: at the highest dose activity change, negative = inhibition, most hits filed as inhibitors. Huh7.5.1 HCVcc-Cre infection, luciferase reporter, 44 h. AID 651820. actives 3.4% (n = 340,000); further: potency means the concentration at half of the fitted maximal effect; on the % scale 0 is the no-effect control and ±100 the full control effect
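Antiviral activity was scored by luciferase reporter output from cells infected with HCVcc-Cre (~0.5 moi) in presence of compound, 44 h infection period, cells seeded 1,000/well 4 h prior.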
TbPYK inhibitor: blocks Trypanosoma brucei pyruvate kinase | TbPYK enzyme, Kinase-Glo Plus ATP luminescence, 45 min | Potency, µM (top dose mostly 76.8 µM), for inactives: at the highest dose activity, negative = inhibition, actives largely listed as inhibitors | actives 0.12% (n = 410,000) | Q57TT1; further: potency means the concentration at half of the fitted maximal effect; on the % scale 0 is the no-effect control and ±100 the full control effect; nearly all actives have a fitted effect of over 50% in size
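Readout: single end-point luminescence (Kinase-Glo Plus, 10 min). Reaction conditions were TbPYK/substrate plus 130 uM ADP, 45 min at RT, pH 7.2 TEA buffer. No-enzyme wells served as controls, and data were normalized before concentration-response fitting.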
Pf growth 48h: inhibits P. falciparum growth in the first generation, 48 h; P. falciparum luciferase growth in erythrocytes, 48 h; Potency, µM (highest dose often 28.7 µM), without a hit: top-dose activity change, negative = inhibition, usual class: inhibitors; actives 5.9% (n = 310,000); AID 504832; further: potency means the concentration at half of the fitted maximal effect; on the % scale 0 is the no-effect control and ±100 the full control effect
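Read-out is firefly luciferase luminescence from an integrated reporter in P. falciparum, so falling signal marks reduced parasite growth. Infected erythrocytes were at 2% hematocrit and 0.1% parasitemia (final) in Albumax-supplemented RPMI 1640.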
Pf growth 96h: P. falciparum growth inhibition at 96 hours; P. falciparum luciferase reporter growth, 96 h; Potency, µM (series often up to 28.7 µM), for the others: at the highest dose activity change, negative = inhibition, actives largely listed as inhibitors; actives 6.9% (n = 320,000); further: potency means the concentration at half of the fitted maximal effect; on the % scale 0 is the no-effect control and ±100 the full control effect
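Compounds incubated with erythrocytes infected by luciferase-expressing P. falciparum (2% hematocrit, 0.05% parasitemia final) for 96 hours, 37 C in 5% CO2. Growth inhibition scored as decreased luciferase luminescence.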
Cycloheximide cs: affects cycloheximide protein synthesis inhibition readout, counter-screen; AID 2314; actives 12% (n = 300,000); cell reporter, cycloheximide protein synthesis inhibition counterscreen; max response, %; in the data active means max response mostly above about 13%, no sharp cut-off; inactive means mostly below about 14%; further: read at 38.3 µM for the half of the compounds with a filed dose; 0% is about no effect
LmPK inh: inhibitors of Leishmania mexicana pyruvate kinase; purified LmPK, Kinase-Glo ATP luminescence, 1 h; Potency, µM (highest dose often 57.5 µM), without a hit: at the top dose activity change, negative = inhibition, usual class: inhibitors; actives 0.37% (n = 290,000); AID 1721; further: potency means the concentration at half of the fitted maximal effect; on the % scale 0 is the no-effect control and ±100 the full control effect
Target sequence (Q27686 whole entry, looked up): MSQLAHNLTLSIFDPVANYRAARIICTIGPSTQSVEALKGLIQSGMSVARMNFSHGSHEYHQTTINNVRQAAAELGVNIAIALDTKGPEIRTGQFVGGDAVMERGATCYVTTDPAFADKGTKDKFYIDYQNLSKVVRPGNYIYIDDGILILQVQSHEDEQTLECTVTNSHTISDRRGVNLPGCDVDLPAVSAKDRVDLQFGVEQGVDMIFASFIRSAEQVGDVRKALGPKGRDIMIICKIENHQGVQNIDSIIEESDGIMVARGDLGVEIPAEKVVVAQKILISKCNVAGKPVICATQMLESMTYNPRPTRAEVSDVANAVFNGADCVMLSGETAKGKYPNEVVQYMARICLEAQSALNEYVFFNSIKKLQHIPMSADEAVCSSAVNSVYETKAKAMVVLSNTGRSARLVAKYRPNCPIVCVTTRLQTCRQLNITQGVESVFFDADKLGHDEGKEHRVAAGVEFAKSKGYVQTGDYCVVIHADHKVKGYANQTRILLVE
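qHTS format; LmPK 0.1 nM; substrates PEP 0.5 mM and ADP 0.1 mM. One-hour room-temperature incubation, then coupled luciferase luminescence; 0.5 nM enzyme wells mark activation.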
* marks the source's active call; other numbers are inactive results; ? = inconclusive; nt = not tested or not shown; & = joins results of further samples; [ ] = dose if it differs, or a comment. Unless noted, the call rests on the fitted dose curve; in most records, active means well fitted curve in the direction sought with a large enough effect; inconclusive means small, poorly fitted or top-dose-only effect, or another doubt; inactive means no such curve, though single readings can be large; an effect the other way counts as inactive or inconclusive. No enrichment for hits; any-hit rate near 24%.

(1) CC1CCN(c2ccc(C(=O)NCc3ccc4c(c3)OCO4)cc2[N+](=O)[O-])CC1
(2) CCn1nc(C)cc1C(=O)NC1CCCc2c1cnn2-c1ccc(C)c(C)c1 (configuration not stated)
(3) O=C(O)Cc1cn(Cc2ccc(F)cc2)c2ccccc12
(4) Cc1cccc(C)c1NC(=O)c1ccc(CN2CCc3ccccc3C2)cc1
(5) Cc1ccnc(NS(=O)(=O)c2ccc(N=CC3=C(O)CC(C)(C)CC3=O)cc2)n1
(6) COc1ccc(/C=C2\Sc3ccc(C(=O)N4CCN(Cc5ccccc5)CC4)cc3N(C)C2=O)cc1OC
compound no.	1	2	3	4	5	6
Shiga toxin inh	-4	-26	-7	-3	-7	1
HCV inh	?	?	12%	?	9%	3.5µM*
TbPYK inhibitor	-7%	-6%	0%	-1%	0%	2%
Pf growth 48h	-9%	?	406%[activator]	?	4%	?
Pf growth 96h	?	15µM*	7%	-2%	-24%	?
Cycloheximide cs	-6	4	8	-1	-2	-1
LmPK inh	1%	-9%	2%	3%	-4%	0%

(7) CC(Oc1ccc2c(=O)c(-c3ccc(Cl)cc3)c(C(F)(F)F)oc2c1)C(=O)O (configuration not stated)
(8) Fc1ccccc1Cn1cnc(NC(=S)NCCc2ccccc2)n1
(9) O=C(CCCN1C(=O)/C(=C/c2cccs2)SC1=S)Nc1ccc(O)c(C(=O)O)c1
(10) O=C(OCc1ccc(COC(=O)c2ccc(O)cc2)cc1)c1ccc(O)cc1
(11) CN(C)C(=O)CSc1nnc([C@H](Cc2c[nH]c3ccccc23)NC(=O)OC(C)(C)C)o1
(12) Cn1c(=O)c(N)c2c3c(c(Br)ccc31)C(=O)c1ccccc1-2
compound no.	7	8	9	10	11	12
Shiga toxin inh	-2	-3	-7	16	1	-7
HCV inh	21%	nt	nt	2%	-4%	?
TbPYK inhibitor	0%	nt	nt	6%	-1%	-2%
Pf growth 48h	10µM*	5%	?	?	?	?
Pf growth 96h	29%	?	40%[activator]	?	-11%	?
Cycloheximide cs	-5	15	0	10	-4	2
LmPK inh	3%	4%	10%	4%	0%	-7%

(13) Cc1nc(N=Nc2ccc(O)cc2)n[nH]1
(14) COc1ccc(-c2nnc(SCC(=O)Nc3cc(C)on3)n2C)cc1OC
(15) COc1ccc(C)cc1NC(=O)c1nnn(Cc2cc(C)ccc2C)c1N
(16) CC(=O)NC(Cc1ccc(C)cc1)C(=O)NC1CCN(C(=O)NCc2ccccc2)CC1 (configuration not stated)
(17) COc1ccc(-c2nnc(NC(=O)C(C)C)s2)c(OC)c1
(18) Cc1ccc(C(OCC(C)(C)C[N+](C)(C)C)c2ccccc2)cc1 (configuration not stated)
compound no.	13	14	15	16	17	18
Shiga toxin inh	53*	0	16	14	52	14
HCV inh	22%	-6%	?	1%	3%	-8%
TbPYK inhibitor	-16%	8%	2%	-2%	1%	-8%
Pf growth 48h	154%[activator]	-10%	nt	-5%	nt	1.3µM*
Pf growth 96h	222%[activator]	-1%	5.2µM*	33%[activator]	52%[activator]	?
Cycloheximide cs	20*	-2	5	-4	21*	0
LmPK inh	14µM*	1%	9%	2%	-7%	-4%

(19) O=C(c1ccc(Br)cc1)N1CCCc2ccccc21
(20) CC1=CCC2C(=O)N(Cc3ccccc3)C(=O)C2C1 (configuration not stated)
(21) O=[N+]([O-])c1nn(-c2ccc3c(c2)OCCO3)n(O)c1=NC1CCCC1
(22) COC(=O)C1=C(c2ccc(-c3ccccc3)c(F)c2)C[C@@H]2CC[C@H]1N2C(=O)N1CCC(O)CC1
(23) COc1ccc(NC(=O)c2ccccc2O)c(OC)c1
(24) O=C(O)C/C(=C\c1ccc(N2CCOCC2)c([N+](=O)[O-])c1)c1nc2ccccc2s1
compound no.	19	20	21	22	23	24
Shiga toxin inh	20	-11	42*	nt	88*	28
HCV inh	7%	8%	2.8µM*	?	-20%	-8%
TbPYK inhibitor	0%	-5%	-5%	2%	-7%	1%
Pf growth 48h	6%	-2%	nt	?	nt	?
Pf growth 96h	-22%	?	0%	?	?	?
Cycloheximide cs	-3	7	32*	nt	51*	20*
LmPK inh	-4%	-2%	-3%	nt	-10%	2%

(25) CCSc1ccc(-c2nn(-c3ccccc3)cc2/C=C(/C#N)C(=O)NCCCOC)cc1
(26) COc1cc(NC(=O)C2CC(=O)N(Cc3ccco3)C2)c(OC)cc1Cl (configuration not stated)
(27) O=C1c2ccccc2C(=O)N1SC1CCCCC1
(28) CC1(C)S[C@@H]2[C@H](NC(=O)[C@H](NC(=O)N3CCN(S(C)(=O)=O)C3=O)c3ccccc3)C(=O)N2[C@H]1C(=O)O
(29) CC(=O)c1ccc(NC(=O)C(C)OC(=O)C2CC(=O)N(c3ccc4c(c3)OCCO4)C2)cc1 (configuration not stated)
(30) C=CCn1c2ccccc2c2nnc(SCc3[nH]c(=O)[nH]c3C(=O)CCCCC(=O)OCC)nc21
compound no.	25	26	27	28	29	30
Shiga toxin inh	-7	nt	25	nt	1	7
HCV inh	9%	3%	11%	nt	32%[activator]	-2%
TbPYK inhibitor	21%	4%	?	-10%	-2%	-7%
Pf growth 48h	1.9µM*	19%	55%[activator]	-14%	6%	?
Pf growth 96h	?	29%	102%[activator]	-11%	4%	5%
Cycloheximide cs	-4	nt	15	nt	0	2
LmPK inh	3%	nt	32%	nt	-8%	-1%

(31) CCN(CC)CCn1c(=N)n(CC(O)c2ccc(OC)c(OC)c2)c2ccccc21 (configuration not stated)
(32) CC(C)(C)c1ccc(OCCCC(=O)Nc2cccc(S(=O)(=O)N3CCOCC3)c2)cc1
(33) COc1cccc(C(=O)CSc2nnc(CNS(C)(=O)=O)n2-c2ccc(C)cc2)c1
(34) O=C(CSCc1ccc(Cl)cc1)N/N=C/c1ccccc1
(35) COC(=O)c1ccc(CNC(=O)COC(=O)CCC2CCCC2)cc1
(36) O=C(c1ccco1)N1CCN(C(=O)c2cnn3c2NC(c2cccs2)CC3C(F)(F)F)CC1 (configuration not stated)
compound no.	31	32	33	34	35	36
Shiga toxin inh	-14	nt	-13	-14	2	-19
HCV inh	-12%	?	6%	1%	3%	0%&13%
TbPYK inhibitor	0%	2%	?	-1%	1%	-1%
Pf growth 48h	9.3µM*	?	5%	-2%	21%	?
Pf growth 96h	4%	?	0%	nt	53%[activator]	-57%
Cycloheximide cs	-1	nt	19	1	-2	-3
LmPK inh	5%	nt	-3%	-1%	4%	1%

(37) O=C(OCc1ccc(Br)cc1F)c1cc2ccccc2oc1=O
(38) CCOC(=O)N1CCC(NC(=O)CSc2cc(=O)n(CC)c3ccccc23)CC1
(39) CCCCNC(=O)c1onc(CSc2cccc(C)c2)c1C(=O)O
(40) Cc1nnc(SCC(=O)Nc2ncc3c(n2)CC(c2ccccc2)CC3=O)s1 (configuration not stated)
(41) O=C(c1ccc(Cl)cc1Cl)N1CCN(c2ccc(N3CCOCC3)nn2)CC1
(42) O=C(c1cccc(Cl)c1)N1CCC2(CC1)NCCc1[nH]cnc12
compound no.	37	38	39	40	41	42
Shiga toxin inh	3	4	24	-10	nt	-9
HCV inh	12%	?	9%	4%	?	?
TbPYK inhibitor	3%	1%	-1%	-12%	-16%	1%
Pf growth 48h	7%	1%	27%	6%	?	15%
Pf growth 96h	2%	-3%	56%[activator]	nt	-45%	29%
Cycloheximide cs	8	-3	-4	-4	nt	1
LmPK inh	4%	-2%	5%	-3%	nt	-1%

(43) CCC(=O)N1CCCc2cc(S(=O)(=O)CCC(=O)Nc3ccccc3C)ccc21
(44) CCOC(=O)c1ccc(S(=O)(=O)N2CCC(C(=O)Nc3nnc(C)o3)CC2)cc1
(45) O=C(NNC(=S)NC(=O)c1cn(-c2ccccc2)nc1-c1ccccc1)c1ccncc1
(46) O=C(NCCCNC(=O)c1ccco1)c1ccco1
(47) CCN1CCN(Cc2nc3c(c(=O)n(C)c(=O)n3C)n2CCc2ccccc2)CC1
(48) CCOC(=O)c1c(C)nc2sc3c(=O)n(-c4ccc(OC)cc4)nnc3c2c1-c1ccc(OC)cc1
compound no.	43	44	45	46	47	48
Shiga toxin inh	3	nt	-8	-1	-12	-8
HCV inh	2%	10%	?	-2%	8%	?
TbPYK inhibitor	3%	6%	-3%	-2%	1%	-4%
Pf growth 48h	-25%	?	?	18%	4%	?
Pf growth 96h	5.9µM*	-21%	?	-1%	12µM*	?
Cycloheximide cs	-1	nt	3	7	-2	1
LmPK inh	4%	nt	2%	6%	1%	-2%

Single values from the results shown:
Reading of `CCN1CCN(Cc2nc3c(c(=O)n(C)c(=O)n3C)n2CCc2ccccc2)CC1` in HCV inh: 8%
Reading of `O=C(NNC(=S)NC(=O)c1cn(-c2ccccc2)nc1-c1ccccc1)c1ccncc1` in TbPYK inhibitor: -3%
Reading of `CCC(=O)N1CCCc2cc(S(=O)(=O)CCC(=O)Nc3ccccc3C)ccc21` in Cycloheximide cs: -1
Reading of `CCOC(=O)c1ccc(S(=O)(=O)N2CCC(C(=O)Nc3nnc(C)o3)CC2)cc1` in TbPYK inhibitor: 6%
Reading of `CCOC(=O)c1c(C)nc2sc3c(=O)n(-c4ccc(OC)cc4)nnc3c2c1-c1ccc(OC)cc1` in TbPYK inhibitor: -4%
Reading of `O=C(NCCCNC(=O)c1ccco1)c1ccco1` in LmPK inh: 6%

In a second layout: two of the compounds above
Screens in order – Shiga toxin inh, HCV inh, TbPYK inhibitor, Pf growth 48h, Pf growth 96h, Cycloheximide cs, LmPK inh
45: O=C(NNC(=S)NC(=O)c1cn(-c2ccccc2)nc1-c1ccccc1)c1ccncc1
    -8, ?, -3%, ?, ?, 3, 2%
46: O=C(NCCCNC(=O)c1ccco1)c1ccco1
    -1, -2%, -2%, 18%, -1%, 7, 6%

(further entries)
(49) COc1ccc2c(c1)OC[C@H]1[C@H]2N2C(=O)CN(Cc3ccco3)C(=O)[C@@]2(C)[C@H]1c1ccccc1
(50) NC(=O)c1c(NC(=O)c2ccccc2Cl)sc2c1CCC2
(51) Nc1nonc1-n1nnc(C(=O)N/N=C/c2ccccn2)c1CNc1ccccc1
(52) CC(C)CCN(C(=O)C1=COCCO1)c1c(N)n(Cc2ccccc2)c(=O)[nH]c1=O
(53) CC(/C=N\NC(=O)c1cc(C)oc1C)=C\c1ccccc1
(54) C[C@@H]1NC(=O)c2cc([N+](=O)[O-])cc(I)c2OCC[C@@H](C(N)=O)NC(=O)[C@H](CCC(=O)O)NC1=O
(55) NS(=O)(=O)c1ccc(CCNc2cc(=O)n(Cc3ccc(F)cc3)c(=O)[nH]2)cc1
(56) O=C(c1cc(COc2ccc(F)c(F)c2)on1)N1CCN(C2CCCCC2)C(=O)C1
compound no.	49	50	51	52	53	54	55	56
Shiga toxin inh	nt	51*	-4	nt	19	-15	-15	59
HCV inh	?	?	-19%	-7%	-17%	0%[8.37 µM]	9%	-14%
TbPYK inhibitor	-2%	7%	1%	-1%	0%	nt	-1%	-3%
Pf growth 48h	?	51%[activator]	-21%	0%	0%	4%	-5%	?
Pf growth 96h	9.3µM*	?	?	8%	-20%	9%	?	-15%
Cycloheximide cs	nt	38*	15	nt	22*	-4	-3	31*
LmPK inh	nt	0%	14%	nt	-9%	6%	-3%	5%
